From PubChem
Neddyl block: inhibitors of cullin neddylation, primary screen, biochemical, TR-FRET, uHTS, NAE and Ubc12; 360,000 compounds, 0.58% hits; calls only at 25 µM; AID 651699, 2012; in the data active = inhibition above about 36%
CSN inh: inhibitors of CSN-mediated cullin deneddylation, primary screen, biochemical, fluorescence polarization, uHTS | COP9 signalosome complex subunit 5 (Homo sapiens), Q92905 | Purified CSN, SCF-Nedd8-OG deneddylation | inhibition, % at 12.5 µM | 360,000 compounds, 0.38% hits | AID 651999, 2013;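 active = pattern-corrected inhibition above about 35%, with an unprinted fluorescence ratio check between 0.5 and 1.5, limit read from the data, passing the limit was not always enough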;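 also: 0% = enzyme with substrate and 100% = substrate without enzyme; some results filed as inactive read as strong as hits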
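Detection – fluorescence polarization · System – HEK293T-derived human Csn5 enzyme · Controls – substrate-only high control, full reaction low control · Timing – 90 min, room temperature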
MT1-MMP act inh: blockers of MT1-MMP proenzyme processing, primary screen, HT1080 RFP-PRO-GFP cells, GFP/RFP fluorescence. Matrix metalloproteinase-14 (Homo sapiens), P50281. AID 651647, 2012. GFP/RFP ratio change, % at 20 µM. 360,000 compounds, 0.061% hits. GFP/RFP ratio fluorescence, overnight; percent of plate control window, DMSO zero;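 active = GFP/RFP ratio change of at least 30% with cell ATP level not reduced by more than half and red fluorescence within 50% of control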; also: strong numbers were not always called active
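Assay system: RFP-PRO-GFP reporter HT1080 cells; read-out basis: GFP/RFP fluorescence ratio; benchmarks: DMSO wells and RFP-L50D-GFP cells; doses: 20 µM single dose, 1% DMSO; schedule: overnight cell settling, then overnight compound exposure, 37 °C, 5% CO2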
Rin1-Abl PPI inh: inhibitors of Rin1-Abl protein binding, primary screen, biochemical, TR-FRET; 360,000 compounds, 0.4% hits; inhibition, % at 7.35 µM; AID 588664, 2011; Tyrosine-protein kinase ABL1 (Homo sapiens) + Ras and Rab interactor 1 (Homo sapiens), …; in the data active = inhibition above about 5%, passing the limit was not always enough
SKN-1 inh: suppressors of acrylamide-induced Pgst-4::GFP reporter in worms, primary screen, SKN-1 inhibitor project, whole organism, uHTS, GFP/RFP fluorescence ratio, strain VP596. C. elegans VP596 Pgst-4::GFP/RFP ratio, 24 h. inhibition, % at 21.8 µM. 360,000 compounds, 0.49% hits;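 active = interference check ratio from 0.5 to 1.5 plus GFP to RFP signal ratio inhibition reaching or exceeding a fixed threshold, cut at about 30% in these data, passing the limit was not always enough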; also: some compounds called inactive have numbers as strong as hits
FAS TE block: FAS thioesterase domain inhibitors, primary screen, biochemical, fluorescence intensity, uHTS; Fatty acid synthase (Homo sapiens), P49327; recombinant FAS-TE, OMFH fluorogenic substrate, fluorescence endpoint; inhibition, % at 15 µM; 360,000 compounds, 0.67% hits; AID 602261, 2012;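 active = compounds whose normalised, plate-corrected inhibition of enzyme fluorescence in the single-dose primary screen is 50% or more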;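 also: 0% = DMSO with enzyme and 100% = substrate without enzyme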
Rpn11 block: Rpn11 (PSMD14) deubiquitinase inhibitors, primary screen, biochemical, fluorescence polarization, uHTS; 26S proteasome non-ATPase regulatory subunit 14 (Homo sapiens), O00487; 360,000 compounds, 0.59% hits; calls only at 20 µM; human 26S proteasome, Ub4-pepOG fluorescence polarization; 20S core pre-blocked with epoxomicin;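 active = inhibition at 20 µM, scaled to each plate's controls, above about 33%, limit read from the data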
MLLE-PAM2 inh: inhibitors of PABP1 MLLE–PAM2 peptide binding, primary screen, biochemical, fluorescence polarization, FITC-PAM2, GST-MLLE; Polyadenylate-binding protein 1 (Homo sapiens), P11940; inhibition, % at 20 µM; 360,000 compounds, 0.36% hits; AID 588489, 2011; in the data active = inhibition above about 35%, passing the limit was not always enough;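 also: plate controls were DMSO wells with GST-MLLE for no effect and wells lacking GST-MLLE protein for full effect; some results filed as inactive read as strong as hits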
NadD block: inhibitors of S. aureus NadD, primary screen, biochemical, colorimetric, uHTS; purified NadD enzyme, colorimetric absorbance read-out; inhibition, % at 20 µM; 360,000 compounds, 0.78% hits; AID 602399, 2012; in the data active = inhibition above about 26%; also: some compounds past the cut are filed as inactive
Active calls of the source: *.

`O=C(NC1CCCC1)C(c1ccco1)N(C(=O)c1ccco1)c1ccc(F)cc1` (stereo not drawn) gave Neddyl block inactive, CSN inh 3, MT1-MMP act inh 2, Rin1-Abl PPI inh 1, SKN-1 inh 15, FAS TE block 4, Rpn11 block inactive, MLLE-PAM2 inh 4 and NadD block -2.
Screening COCNc1nc(OCC#N)nc(N(C)C)n1 returned Neddyl block inactive, CSN inh 1, MT1-MMP act inh 4, Rin1-Abl PPI inh -2, SKN-1 inh -25, FAS TE block -7, Rpn11 block inactive, MLLE-PAM2 inh -12 and NadD block 5.
COc1ccc2sc3ccccc3c(=O)c2c1 was read as Neddyl block inactive, CSN inh 5, MT1-MMP act inh -4, Rin1-Abl PPI inh -4, SKN-1 inh 18, FAS TE block 7, Rpn11 block inactive, MLLE-PAM2 inh 16 and NadD block -8.
Screening Nc1nnnn1/N=C/c1ccccc1OCc1ccc(Cl)cc1 returned Neddyl block inactive, CSN inh -2, MT1-MMP act inh -6, Rin1-Abl PPI inh -4, SKN-1 inh -2, FAS TE block -3, Rpn11 block inactive, MLLE-PAM2 inh 10 and NadD block 0.
`Cc1ccccc1NC(=O)CSc1nc(N)c(C#N)cc1C#N` gave Neddyl block inactive, CSN inh -2, MT1-MMP act inh -7, Rin1-Abl PPI inh -2, SKN-1 inh 7, FAS TE block -2, Rpn11 block inactive, MLLE-PAM2 inh -2 and NadD block -2.
COc1nc(C)nc2c1sc1nc3c(cc12)COC(C)(C)C3 was read as Neddyl block inactive, CSN inh -7, MT1-MMP act inh 6, Rin1-Abl PPI inh 1, SKN-1 inh -7, FAS TE block 1, Rpn11 block inactive, MLLE-PAM2 inh -3 and NadD block -1.
For Cc1cc(C)n2nc(S(=O)(=O)N(CC(C)C)CC(C)C)nc2n1 the results were Neddyl block inactive, CSN inh 1, MT1-MMP act inh -3, Rin1-Abl PPI inh 2, SKN-1 inh 5, FAS TE block 4, Rpn11 block inactive, MLLE-PAM2 inh -2 and NadD block -6.
For COc1cccc(CN(C)C(=O)CSCC(=O)Nc2ccc(C)cc2)c1OC the results were Neddyl block inactive, CSN inh 1, MT1-MMP act inh 8, Rin1-Abl PPI inh 6, SKN-1 inh -1, FAS TE block -4, Rpn11 block inactive, MLLE-PAM2 inh -13 and NadD block 3.
For COC(CNC(=O)C(C)n1nc(C)c2ccccc21)OC (stereo not drawn) the results were Neddyl block inactive, CSN inh 6, MT1-MMP act inh -2, Rin1-Abl PPI inh 3, SKN-1 inh 3, FAS TE block -1, Rpn11 block inactive, MLLE-PAM2 inh 8 and NadD block 4.
For CCOC(=O)Cn1nc(C)n(-c2ccc(Cl)cc2)c1=O the results were Neddyl block inactive, CSN inh -1, MT1-MMP act inh 2, Rin1-Abl PPI inh -3, SKN-1 inh -2, FAS TE block -5, Rpn11 block inactive, MLLE-PAM2 inh -6 and NadD block -2.
COc1ccc(C2CC(c3cccc(Br)c3)=NN2c2ccc(S(N)(=O)=O)cc2)cc1 (stereo not drawn) was read as CSN inh 16, MT1-MMP act inh -3, Rin1-Abl PPI inh -3, SKN-1 inh -3, FAS TE block 24, Rpn11 block inactive, MLLE-PAM2 inh -30 and NadD block 24.
Screening Cc1cc(C(=O)N/N=C/c2cccc([N+](=O)[O-])c2)c(C)n1-c1ccccc1 returned Neddyl block inactive, CSN inh -7, MT1-MMP act inh 3, Rin1-Abl PPI inh 1, SKN-1 inh 2, FAS TE block -6, Rpn11 block inactive, MLLE-PAM2 inh 2 and NadD block 4.
Screening Cc1nc(SC2CCOC2=O)c2c(C)c(C)sc2n1 (stereo not drawn) returned Neddyl block inactive, CSN inh 8, MT1-MMP act inh 0, Rin1-Abl PPI inh -14, SKN-1 inh -29, FAS TE block -6, Rpn11 block inactive, MLLE-PAM2 inh 10 and NadD block -5.
`CC(=O)Nc1sc(N/N=C/c2ccccc2)nc1-c1ccc(C)cc1` gave Neddyl block inactive, CSN inh 1, MT1-MMP act inh 2, Rin1-Abl PPI inh -1, SKN-1 inh 8, FAS TE block 4, Rpn11 block inactive, MLLE-PAM2 inh -57 and NadD block 10.
O=[N+]([O-])c1cccc(-c2ccn[nH]2)c1 was read as Neddyl block inactive, CSN inh -5, MT1-MMP act inh -1, Rin1-Abl PPI inh 0, SKN-1 inh 6, FAS TE block -3, Rpn11 block inactive, MLLE-PAM2 inh -2 and NadD block -4.
Screening CCOC(=O)CSc1nc(-c2ccccc2)ns1 returned Neddyl block inactive, CSN inh -2, MT1-MMP act inh -2, Rin1-Abl PPI inh -3, SKN-1 inh -23, FAS TE block 5, Rpn11 block inactive, MLLE-PAM2 inh 5 and NadD block -7.
`CN(c1ccccc1)S(=O)(=O)c1cc(C(=O)OCC(=O)c2c(N)n(C)c(=O)n(C)c2=O)ccc1Cl` gave Neddyl block inactive, CSN inh 3, MT1-MMP act inh 1, Rin1-Abl PPI inh 2, SKN-1 inh 1, FAS TE block 32, Rpn11 block inactive, MLLE-PAM2 inh -3 and NadD block 5.
`CSc1cccc(CNC(=O)C2CCC(=O)N(CCCN3CCCC3=O)C2)c1` (stereo not drawn) gave Neddyl block inactive, CSN inh -5, MT1-MMP act inh 1, Rin1-Abl PPI inh 3, SKN-1 inh 13, FAS TE block -8, Rpn11 block inactive, MLLE-PAM2 inh 10 and NadD block 2.
CCOc1cc(/C=N/NC(=O)CN2CCCCC2)ccc1OCc1ccc(Cl)cc1 was read as Neddyl block inactive, CSN inh 0, MT1-MMP act inh -1, Rin1-Abl PPI inh -6, SKN-1 inh -3, FAS TE block -2, Rpn11 block inactive, MLLE-PAM2 inh -5 and NadD block -11.
COC(=O)c1ccc(C(=O)OC)c(NC(=O)CSc2ccccn2)c1 was read as Neddyl block inactive, CSN inh 2, MT1-MMP act inh 3, Rin1-Abl PPI inh -1, SKN-1 inh 8, FAS TE block 6, Rpn11 block inactive, MLLE-PAM2 inh 1 and NadD block -2.
`Cc1ccc(C(=O)c2c(NC(=O)c3ccncc3)sc3c2CCCC3)cc1` gave Neddyl block inactive, CSN inh 7, MT1-MMP act inh -14, Rin1-Abl PPI inh -6, SKN-1 inh -6, FAS TE block 24, Rpn11 block inactive, MLLE-PAM2 inh 5 and NadD block 5.
`COc1ccccc1-c1ccccc1C1=CC(=O)CC(C)(C)C1=O` gave Neddyl block inactive, CSN inh -4, MT1-MMP act inh 1, Rin1-Abl PPI inh -3, SKN-1 inh -6, FAS TE block -1, Rpn11 block inactive, MLLE-PAM2 inh -5 and NadD block -8.
O=[N+]([O-])c1ccc(CSc2nnc(Cc3ccccc3)n2-c2ccc(F)cc2)cc1 was read as Neddyl block inactive, CSN inh -10, MT1-MMP act inh -6, Rin1-Abl PPI inh -1, SKN-1 inh -3, FAS TE block 23, Rpn11 block inactive, MLLE-PAM2 inh -8 and NadD block 4.
Screening CCN(CC)c1ccc(C2C(C(=O)Nc3ccccn3)=C(C)NC3=C2C(=O)CC(C)(C)C3)cc1 (stereo not drawn) returned Neddyl block inactive, CSN inh -1, MT1-MMP act inh -13, Rin1-Abl PPI inh -2, SKN-1 inh 19, FAS TE block -2, Rpn11 block inactive, MLLE-PAM2 inh -6 and NadD block 3.
For CCOC(=O)N1CCC(NC(=O)CCCN2C(=O)CSc3ncccc32)CC1 the results were Neddyl block inactive, CSN inh -3, MT1-MMP act inh 1, Rin1-Abl PPI inh -1, SKN-1 inh 6, FAS TE block -3, Rpn11 block inactive, MLLE-PAM2 inh 7 and NadD block -6.
`CC(C)=CCN1CCN(CC#Cc2ccccc2)CC1CCO` (stereo not drawn) gave Neddyl block inactive, CSN inh 2, MT1-MMP act inh 3, Rin1-Abl PPI inh -1, SKN-1 inh -5, FAS TE block -8, Rpn11 block inactive, MLLE-PAM2 inh -21 and NadD block -1.
For Cc1cc(C)c(NS(=O)(=O)c2ccccc2)c(C)c1 the results were Neddyl block inactive, CSN inh -2, MT1-MMP act inh 0, Rin1-Abl PPI inh 3, SKN-1 inh 11, FAS TE block 2, Rpn11 block inactive, MLLE-PAM2 inh 1 and NadD block -4.
`COc1ccccc1NC(=S)NCCc1c[nH]c2ccccc12` gave Neddyl block inactive, CSN inh 1, MT1-MMP act inh 3, Rin1-Abl PPI inh 0, SKN-1 inh 4, FAS TE block 7, Rpn11 block inactive, MLLE-PAM2 inh -25 and NadD block -11.
`COC(=O)CN1C(=O)COc2ccc(Cl)cc21` gave Neddyl block inactive, CSN inh -4, MT1-MMP act inh -6, Rin1-Abl PPI inh 1, SKN-1 inh -8, FAS TE block -4, Rpn11 block inactive, MLLE-PAM2 inh -9 and NadD block -4.
Screening Cc1nc(CNC(=O)c2ccccc2OC2CCN(S(C)(=O)=O)CC2)cs1 returned Neddyl block inactive, CSN inh -7, MT1-MMP act inh 3, Rin1-Abl PPI inh 2, SKN-1 inh 3, FAS TE block -7, Rpn11 block inactive, MLLE-PAM2 inh 0 and NadD block -9.
For Cc1cc(C(F)(F)F)nc(SCC(=O)NC2CC3CCC2C3)n1 (stereo not drawn) the results were Neddyl block inactive, CSN inh -1, MT1-MMP act inh 4, Rin1-Abl PPI inh -1, SKN-1 inh 5, FAS TE block -5, Rpn11 block inactive, MLLE-PAM2 inh 3 and NadD block 2.

Structures above that have a Cl atom:
Screening Nc1nnnn1/N=C/c1ccccc1OCc1ccc(Cl)cc1 returned Neddyl block inactive, CSN inh -2, MT1-MMP act inh -6, Rin1-Abl PPI inh -4, SKN-1 inh -2, FAS TE block -3, Rpn11 block inactive, MLLE-PAM2 inh 10 and NadD block 0.
For CCOC(=O)Cn1nc(C)n(-c2ccc(Cl)cc2)c1=O the results were Neddyl block inactive, CSN inh -1, MT1-MMP act inh 2, Rin1-Abl PPI inh -3, SKN-1 inh -2, FAS TE block -5, Rpn11 block inactive, MLLE-PAM2 inh -6 and NadD block -2.
`CN(c1ccccc1)S(=O)(=O)c1cc(C(=O)OCC(=O)c2c(N)n(C)c(=O)n(C)c2=O)ccc1Cl` gave Neddyl block inactive, CSN inh 3, MT1-MMP act inh 1, Rin1-Abl PPI inh 2, SKN-1 inh 1, FAS TE block 32, Rpn11 block inactive, MLLE-PAM2 inh -3 and NadD block 5.
CCOc1cc(/C=N/NC(=O)CN2CCCCC2)ccc1OCc1ccc(Cl)cc1 was read as Neddyl block inactive, CSN inh 0, MT1-MMP act inh -1, Rin1-Abl PPI inh -6, SKN-1 inh -3, FAS TE block -2, Rpn11 block inactive, MLLE-PAM2 inh -5 and NadD block -11.
`COC(=O)CN1C(=O)COc2ccc(Cl)cc21` gave Neddyl block inactive, CSN inh -4, MT1-MMP act inh -6, Rin1-Abl PPI inh 1, SKN-1 inh -8, FAS TE block -4, Rpn11 block inactive, MLLE-PAM2 inh -9 and NadD block -4.
